PfHsp90 yeast 2 – growth inhibition of yeast expressing Plasmodium Hsp90. 310,000 tested, 0.32% active. S. cerevisiae expressing PfHsp90, BacTiter-Glo ATP, 48 h; yeast lacking PDR1 and PDR3 efflux regulators. AID 504621. inhibition, % at 9.4 µM;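 active = every replicate shows inhibition above about 80%, whatever the replicate mean, limit read from the data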;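 note: 0% = DMSO neutral controls and 100% = 20 µM radicicol positive controls; yeast relying on Plasmodium falciparum Hsp90 in place of its own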
Keap1 Nrf2 FP – disrupts human Keap1 binding to Nrf2 peptide | Q14145 | Keap1 Kelch-Nrf2 peptide fluorescence polarization, 1536-well | inhibition, % at 9.4 µM | 340,000 tested, 0.15% active | AID 504523; in the data active = inhibition above about 12%;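 note: human Keap1 Kelch domain with fluorescein labeled Nrf2 9mer peptide probe; 0% = neutral control wells and 100% = peptide positive control; higher means more block of Keap1 binding to Nrf2 peptide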
Cardiac RTF inh – cardiac RTF calcium desensitization; P19429+P45379; IANBD-labeled cardiac RTF, Ca2+ fluorescence; inhibition, % at 7.15 µM; 340,000 tested, 0.12% active; AID 493244;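 active = inhibition above the mean inhibition of all tested compounds plus 3 SD, cut at about 17% in these data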;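 note: assay run at fixed EC70 calcium of 1.6 mM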
Rtt109 HAT inh – C. albicans Rtt109 histone acetyltransferase inhibition | purified Rtt109/Vps75, ThioGlo CoA-SH fluorescence, 4 h | inhibition, % at 34.9 µM | 330,000 tested, 0.16% active;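 active = inhibition of at least 50% in every replicate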
Target sequence (Q5AAJ8 whole entry, looked up): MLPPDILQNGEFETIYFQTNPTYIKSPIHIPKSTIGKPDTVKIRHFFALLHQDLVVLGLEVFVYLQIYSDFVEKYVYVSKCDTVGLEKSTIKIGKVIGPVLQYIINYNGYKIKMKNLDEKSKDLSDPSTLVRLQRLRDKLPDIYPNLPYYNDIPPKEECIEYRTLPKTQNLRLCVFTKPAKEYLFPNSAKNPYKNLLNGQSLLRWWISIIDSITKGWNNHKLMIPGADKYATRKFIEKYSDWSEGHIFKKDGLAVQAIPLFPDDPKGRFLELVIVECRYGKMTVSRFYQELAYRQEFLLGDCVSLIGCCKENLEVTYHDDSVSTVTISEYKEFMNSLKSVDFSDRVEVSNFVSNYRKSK
PvdQ inh – blocks Pseudomonas aeruginosa PvdQ acylase activity; purified PvdQ acylase, fluorescence plate reader; inhibition, % at 10 µM; 340,000 tested, 0.063% active; AID 488965; in the data active = inhibition above about 30%, passing the limit was not always enough;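 note: 0% = vehicle neutral wells and 100% = reference inhibitor wells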
SUMO Mot1 rescue – blocks SUMOylation pathway, rescuing yeast Mot1-301 growth; S. cerevisiae Mot1-301 growth rescue, ATP luminescence, 38.5C; percent above DMSO median, 100 means doubled; growth rescue, % at 18.8 µM; 320,000 tested, 1% active;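 active = every valid replicate shows activation above 250% relative to neutral control wells; inactive = the rest, any valid replicate at or below 250%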;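 note: OY570 slx delta 5 strain wells were the positive control but not used for scaling; some compounds called inactive have numbers as strong as hits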
dFosB activator – enhances mouse delta FosB homodimer DNA binding; 340,000 tested, 0.99% active; activation, % at 25 µM; purified delta FosB, TAMRA-CDK5 oligo fluorescence polarization; percent of positive-control signal above neutral wells; AID 493131; P13346;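 active = mean activation above about 17%, with every replicate also reaching it, limit read from the data, passing the limit was not always enough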;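 note: fluorescence polarization rise as delta FosB binds a TAMRA Cdk5 AP-1 oligo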
Target sequence (P13346 whole entry, looked up): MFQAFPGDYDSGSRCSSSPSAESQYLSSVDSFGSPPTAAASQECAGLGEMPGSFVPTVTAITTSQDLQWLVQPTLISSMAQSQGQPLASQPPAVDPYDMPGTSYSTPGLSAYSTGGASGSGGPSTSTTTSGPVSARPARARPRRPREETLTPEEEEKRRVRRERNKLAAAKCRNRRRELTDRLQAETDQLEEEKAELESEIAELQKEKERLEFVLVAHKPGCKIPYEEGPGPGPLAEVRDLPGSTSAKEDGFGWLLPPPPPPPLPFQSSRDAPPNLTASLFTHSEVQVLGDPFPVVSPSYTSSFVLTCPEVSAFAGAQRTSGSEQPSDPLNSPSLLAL
LANA DNA inh – inhibitors of KSHV LANA C-terminal domain DNA binding | inhibition, % at 9 µM | MBP-C-LANA/FAM-LBS DNA binding, fluorescence polarization | 340,000 tested, 0.078% active;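 active = highest replicate inhibition at or above 60% at 9 µM, even if other replicates fall short; inactive = all replicates below 60% inhibition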;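 note: 0% = neutral control wells and 100% = 4 µM acridine orange control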
CDK5 inh – inhibitors of human CDK5/p35 kinase | Q00535+Q15078 | Recombinant CDK5/p35, ADP-Glo luminescence, 60 min | inhibition, % at 10 µM | 330,000 tested, 0.01% active | AID 488839;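 active = highest replicate inhibition of at least 50% and at least 75% of replicates reaching 50%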;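 note: plate controls were DMSO neutral control for no effect and GW8510 at 10 µM for full effect; many of its hits are not listed in these tables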
NSD2 HMT inh – inhibitors of human histone methyltransferase NSD2. O96028. 310,000 tested, 0.54% active. AID 743445. inhibition, % at 12.5 µM. NSD2 peptide methylation, AlphaScreen, 120 min; in the data active = inhibition above about 50%
RTF Ca sens act – cardiac RTF calcium sensitization | IANBD-labeled TnC RTF fluorescence at EC20 calcium; 0% EC20 calcium, 100% full calcium | activation, % at 7.2 µM | 340,000 tested, 0.24% active | AID 493008;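 active = activation above the mean over all tested compounds plus 3 SD, cut at about 30% in these data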;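 note: rise in fluorescence read as greater calcium sensitivity of cardiac thin filaments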
* marks the source's active call; other numbers are inactive results; . = not tested or not shown.

The opening two entries, ahead of the listing:
No.	SMILES	PfHsp90 yeast 2	Keap1 Nrf2 FP	Cardiac RTF inh	Rtt109 HAT inh	PvdQ inh	SUMO Mot1 rescue
1	O=C(NCCc1ccccc1)C(c1cccs1)N(C(=O)c1csnn1)C1CC1 (stereo not given)	-3	-1	-6	-1	-10	-6
2	COc1ccc(-c2nnn(CC(=O)N(CCCN3CCOCC3)C(C(=O)NC3CCCC3)c3ccc(C)o3)n2)cc1 (stereo not given)	-31	3	2	14	-2	4

No.	dFosB activator	LANA DNA inh	CDK5 inh	NSD2 HMT inh	RTF Ca sens act
1	1	-2.1	2.4	-1	1
2	-7	-1.2	-0.2	-2	9

The listing, from the first entry:
No.	SMILES	PfHsp90 yeast 2	Keap1 Nrf2 FP	Cardiac RTF inh	Rtt109 HAT inh	PvdQ inh	SUMO Mot1 rescue
1	O=C(NCCc1ccccc1)C(c1cccs1)N(C(=O)c1csnn1)C1CC1 (stereo not given)	-3	-1	-6	-1	-10	-6
2	COc1ccc(-c2nnn(CC(=O)N(CCCN3CCOCC3)C(C(=O)NC3CCCC3)c3ccc(C)o3)n2)cc1 (stereo not given)	-31	3	2	14	-2	4
3	O=C(COC(=O)c1ccc2ncsc2c1)Nc1ncc(Cl)cc1Cl	9	-3	-10	3	-1	4
4	COCCn1c(SCC(=O)Nc2ccc3[nH]c(=O)[nH]c3c2)nc2ccccc2c1=O	22	1	4	2	-9	99
5	COc1ccc(C2CC(c3cccs3)Nc3nnnn32)cc1 (stereo not given)	.	0	-2	5	-17	-10
6	CSc1nc2c(c(=O)n1-c1ccc(F)cc1)SCC2	2	-3	-5	-5	-2	8
7	COc1ccc(-c2nc(/C=C3\C(C)=Nc4ccccc43)c(O)o2)cc1	-2	-1	-15	-14	17	12
8	COc1ccc(OCc2cc(C(=O)N3CCCC(O)C3)no2)c2ccccc12 (stereo not given)	-8	-1	3	0	-6	-4
9	O=C(O)/C=C/C(=O)NCCc1ccc(Cl)cc1	-13	4	4	-14	-8	-14
10	CC(=O)N1c2ccc(S(=O)(=O)N(C)CC(=O)NC3CCCC3)cc2CC1C (stereo not given)	1	0	9	-11	-2	-8

No.	dFosB activator	LANA DNA inh	CDK5 inh	NSD2 HMT inh	RTF Ca sens act
1	1	-2.1	2.4	-1	1
2	-7	-1.2	-0.2	-2	9
3	6	-1.6	0.5	3	8
4	-1	-0.6	1.6	.	1
5	-5	1.5	0.2	-2	5
6	7	-0.1	-1.5	-4	-5
7	-10	4.1	-0.2	-2	20
8	-12	-0.8	-0.2	23	-4
9	7	15	1.6	0	-5
10	0	0.2	-0.5	-1	0

Given with one line to a screen: two of the compounds above.
10. CC(=O)N1c2ccc(S(=O)(=O)N(C)CC(=O)NC3CCCC3)cc2CC1C (stereo not given)
7. COc1ccc(-c2nc(/C=C3\C(C)=Nc4ccccc43)c(O)o2)cc1

| entry no. | 10 | 7 |
| --- | --- | --- |
| PfHsp90 yeast 2 | 1 | -2 |
| Keap1 Nrf2 FP | 0 | -1 |
| Cardiac RTF inh | 9 | -15 |
| Rtt109 HAT inh | -11 | -14 |
| PvdQ inh | -2 | 17 |
| SUMO Mot1 rescue | -8 | 12 |
| dFosB activator | 0 | -10 |
| LANA DNA inh | 0.2 | 4.1 |
| CDK5 inh | -0.5 | -0.2 |
| NSD2 HMT inh | -1 | -2 |
| RTF Ca sens act | 0 | 20 |

Carrying on.
No.	SMILES	PfHsp90 yeast 2	Keap1 Nrf2 FP	Cardiac RTF inh	Rtt109 HAT inh	PvdQ inh	SUMO Mot1 rescue
11	Cn1nnnc1Sc1ncnc2scc(-c3ccc(Cl)cc3)c12	-4	-5	-5	7	-1	57
12	CCC1Oc2ccccc2N(CC(=O)NCCCN2CCCCC2CC)C1=O (stereo not given)	.	-2	-4	5	-10	-9
13	Cc1ccccc1-c1nnc(-c2ccccc2)o1	-12	1	6	-13	-2	181
14	CC(=O)N(C(C)=O)c1ncc2c([nH]c3ccccc32)c1C#N	-15	3	2	0	7	222
15	CCc1cccc(C)c1NC(=O)CSc1n[nH]c(N)n1	-5	-9	-6	6	-13	31
16	COc1ccccc1C(=O)NNC(=O)c1sccc1-n1cccc1	-14	-4	-9	-15	-6	-5
17	CCCCC(O)(CCN1CCOCC1)c1ccc(Cl)cc1 (stereo not given)	12	-2	-14	6	-26	14
18	CC(NC(=O)COc1ccccc1)C(=O)NCc1ccc(S(N)(=O)=O)cc1 (stereo not given)	-7	5	-4	-9	5	-10
19	CC(=O)c1nn(-c2cccc(C)c2)cc1C(=O)c1cccc(Br)c1	7	-2	-4	4	2	-13
20	COc1ccc(-n2c(=S)[nH]c3cc(C(=O)NCCCN4CCCC4=O)ccc3c2=O)cc1OC	9	-7	-20	-4	-11	-32

No.	dFosB activator	LANA DNA inh	CDK5 inh	NSD2 HMT inh	RTF Ca sens act
11	0	-1.3	-1.8	.	11
12	4	0.6	0.4	0	1
13	-16	0.8	-0.3	.	-8
14	-7	1.5	3.1	3	8
15	4	0.1	0.4	-3	-2
16	-3	-1.1	-1.8	2	0
17	-8	1.8	-1.9	-4	3
18	-8	.	-0.3	.	-4
19	-1	0.6	2.9	2	-6
20	-5	0.8	-0.6	-3	-1

Looked up above.
Reading for #13 under dFosB activator: -16
Reading for #19 under Keap1 Nrf2 FP: -2

Carrying on.
No.	SMILES	PfHsp90 yeast 2	Keap1 Nrf2 FP	Cardiac RTF inh	Rtt109 HAT inh	PvdQ inh	SUMO Mot1 rescue
21	CCS(=O)(=O)C1=NSC2=NC(=O)/C(=C\c3cc(C)n(-c4cccc(OC)c4)c3C)C(=N)N21	-6	-7	-9	2	-2	-13
22	CCCC1CCC(=NNC(=O)OC(C)(C)C)CC1 (stereo not given)	17	0	5	0	-13	-12
23	CCc1ccc(NC(=O)C(=O)N/N=C(\C)CC(=O)Nc2ccc(OC)cc2)cc1	-1	0	4	2	12	23
24	COc1ccc(C2/C(=C(/O)c3ccc(Br)cc3)C(=O)C(=O)N2C)cc1OC (stereo not given)	0	-5	1	25	7	2
25	COc1ccc(CCC(C)NCC2CCCCC2)cc1 (stereo not given)	15	0	-10	-2	2	4
26	CC(=O)c1ccc(OCC(=O)OCc2cc(-c3ccco3)on2)cc1	-11	-8	-4	-1	-20	189
27	O=C1COC(c2ccccc2)=CN1Cc1ccccc1	-9	-3	-5	-4	-10	4
28	CCOC(=O)c1[nH]nc(N)c1NC(=O)c1ccc(Cl)cc1Cl	-3	-1	-5	-4	-5	-2
29	Cc1[nH]c2ccc(C(=O)NCC(C)(C)N3CCOCC3)cc2c1C	-18	-1	12	2	-12	-3
30	O=C(COC(=O)c1cc(S(=O)(=O)N2CCCCC2)ccc1N1CCOCC1)NC1CCCCC1	14	-7	-5	-7	-14	83

No.	dFosB activator	LANA DNA inh	CDK5 inh	NSD2 HMT inh	RTF Ca sens act
21	-3	-0.1	0.2	24	-6
22	-4	0.6	0.6	-1	-2
23	4	-1.7	1.7	-1	-1
24	5	0.4	2.0	-3	1
25	7	-0.3	-2.9	2	6
26	-10	-0.5	-5.8	2	-2
27	-4	-1.0	-0.1	.	8
28	-1	0.8	-0.9	-6	3
29	-1	0.6	0.6	-1	0
30	-4	-0.1	-0.1	-1	4

Other entries:
No.	SMILES	PfHsp90 yeast 2	Keap1 Nrf2 FP	Cardiac RTF inh	Rtt109 HAT inh	PvdQ inh	SUMO Mot1 rescue
31	Cc1[nH]c2ccc(C(=O)OCCN(C)C)cc2c1C	13	0	0	6	-7	-8
32	Nc1ccc(C(=O)NCC(=O)O)cc1	4	9	2	2	7	-6
33	N=c1sccn1CC(=O)NCCc1ccc(Cl)cc1	2	-3	10	8	-2	48
34	CCCCn1c(CCC(=O)O)nc2c1c(=O)[nH]c(=O)n2CCC	-3	1	-5	-6	-6	2
35	OCCC1CN(Cc2c(O)ccc3ccccc23)CCN1CCc1ccccc1 (stereo not given)	-22	-8	5	5	-9	-12
36	CCOC(=O)C(=O)N/N=C/c1cccc(Br)c1	2	-4	-16	-6	-8	-2
37	COc1ccc(C2C(C#N)=C(N)Oc3cc(C)n(Cc4ccncc4)c(=O)c32)cc1 (stereo not given)	-1	0	-10	14	-4	-20
38	C=CC[N+](C)(C)CCN1C(=O)C2C(c3ccccc3)C=CC(c3ccccc3)C2C1=O (stereo not given)	-10	-2	-4	6	7	9
39	COC(=O)c1cc(NC2c3ncccc3C(=O)N2Cc2ccccc2)cc(C(=O)OC)c1 (stereo not given)	-8	-2	-5	3	3	32
40	O=C(COc1ccc([N+](=O)[O-])cc1)N(Cc1ccccc1)Cc1ccccc1	-8	-2	-6	-10	-16	9

No.	dFosB activator	LANA DNA inh	CDK5 inh	NSD2 HMT inh	RTF Ca sens act
31	0	-0.4	1.1	9	-1
32	-2	-6.2	0.4	.	-6
33	-1	0.5	0.8	-3	-2
34	-1	2.7	-0.5	4	-4
35	10	1.5	-1.1	6	-4
36	-2	-0.4	-0.7	-2	6
37	-1	-0.2	0.4	1	10
38	0	-0.9	-0.7	1	0
39	-6	0.9	-0.1	1	-8
40	-1	-0.6	0.0	-3	15

(cont.)
No.	SMILES	PfHsp90 yeast 2	Keap1 Nrf2 FP	Cardiac RTF inh	Rtt109 HAT inh	PvdQ inh	SUMO Mot1 rescue
41	CCOc1ccc(NC(=O)N2CCC(C(=O)c3ccc(F)cc3)CC2)cc1	-15	-3	0	-1	3	19
42	O=C(/C=C/c1cccc([N+](=O)[O-])c1)NCCSc1ccccc1	1	-3	1	12	-2	.
43	O=Cc1cn(CC(=O)N2CCOCC2)c2ccccc12	17	2	-5	.	-6	205
44	O=C(COc1ccccc1Cl)N1CCNC1=O	.	0	-8	-2	-12	.
45	O=C(COC(=O)[C@@H]1CCCN1S(=O)(=O)c1ccccc1F)c1ccccc1	2	-2	-6	-10	-9	-6
46	COc1ccc(C)cc1NC(=O)CSc1ccc(-c2ccco2)nn1	32	-2	-8	13	-16	-18
47	CC1(C)CCC[C@@]2(C)CC=C(C(=O)O)[C@@H]3C[C@]312	2	-5	0	0	-6	-4
48	COC(=O)C[N+](C)(C)C/C=C\c1ccccc1	1	4	0	-1	-1	-3

No.	dFosB activator	LANA DNA inh	CDK5 inh	NSD2 HMT inh	RTF Ca sens act
41	3	-0.6	-1.4	.	-5
42	-6	0.9	-0.4	0	2
43	-7	-0.7	-1.2	-5	-1
44	0	-1.5	-1.6	-8	-4
45	0	-2.2	-1.1	-2	5
46	-6	2.1	-2.1	1	1
47	-3	-0.9	-6.8	.	8
48	-3	-0.2	0.3	-4	-8

High-throughput results from PubChem.
